Screening data from PubChem BioAssay.
PvdQ inh – P. aeruginosa PvdQ acylase inhibition | inhibition, % at 10 µM | actives 0.063% (n = 340,000) | purified PvdQ acylase, fluorescence plate reader; in the data active = inhibition above about 30%, passing the limit was not always enough;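 also: 0% = vehicle neutral wells and 100% = reference inhibitor wells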
Keap1-Nrf2 PPI – inhibitors of human Keap1-Nrf2 protein-protein interaction | inhibition, % at 9.4 µM | actives 0.15% (n = 340,000) | Keap1 Kelch-Nrf2 peptide fluorescence polarization, 1536-well | AID 504523; in the data active = inhibition above about 12%;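 also: human Keap1 Kelch domain with fluorescein labeled Nrf2 9mer peptide probe; 0% = neutral control wells and 100% = peptide positive control; higher means more block of Keap1 binding to Nrf2 peptide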
PKA-R2B activ – activators of human PKA-R2B complex; P22694+P31323; PKA-R2B holoenzyme dissociation, Cy5-IP20 fluorescence polarization; R2B truncated from residue 108, S112A mutant; 0% DMSO only, 100% 113 µM cGMP; activation, % at 11.4 µM; actives 0.079% (n = 340,000);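 active = activation above a cutoff set at the mean over all compounds plus 3 SD, cut at about 18% in these data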;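 also: higher means more holoenzyme dissociation and a rise in polarization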
Target sequence (P31323 whole entry, looked up, other chains not shown, the tested form may be a part): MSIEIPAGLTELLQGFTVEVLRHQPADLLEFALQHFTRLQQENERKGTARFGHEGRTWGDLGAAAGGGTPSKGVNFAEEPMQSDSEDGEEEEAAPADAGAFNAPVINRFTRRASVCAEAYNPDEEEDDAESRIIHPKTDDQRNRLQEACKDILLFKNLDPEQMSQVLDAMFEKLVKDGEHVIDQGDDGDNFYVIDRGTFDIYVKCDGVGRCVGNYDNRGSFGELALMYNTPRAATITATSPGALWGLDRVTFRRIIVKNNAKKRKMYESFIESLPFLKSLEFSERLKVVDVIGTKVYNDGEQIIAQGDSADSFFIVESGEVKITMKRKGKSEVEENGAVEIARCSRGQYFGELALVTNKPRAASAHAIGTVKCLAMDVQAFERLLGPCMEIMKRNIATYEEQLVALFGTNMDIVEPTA
RTF Ca sens inh – cardiac RTF calcium desensitization; inhibition, % at 7.15 µM; AID 493244; IANBD-labeled cardiac RTF, Ca2+ fluorescence; actives 0.12% (n = 340,000); P19429+P45379;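 active = inhibition above the mean inhibition of all tested compounds plus 3 SD, cut at about 17% in these data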;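 also: assay run at fixed EC70 calcium of 1.6 mM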
DAGLB inh – blocks human DAGLB lipase activity. Q8NCG7. HEK293T DAGLB membrane lysate, EnzChek fluorogenic substrate. inhibition, % at 5.17 µM. actives 0.059% (n = 340,000). AID 504411; in the data active = inhibition above about 34%;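 also: 0% = enzyme with vehicle and 100% = wells lacking enzyme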
Target sequence (Q8NCG7 whole entry, looked up): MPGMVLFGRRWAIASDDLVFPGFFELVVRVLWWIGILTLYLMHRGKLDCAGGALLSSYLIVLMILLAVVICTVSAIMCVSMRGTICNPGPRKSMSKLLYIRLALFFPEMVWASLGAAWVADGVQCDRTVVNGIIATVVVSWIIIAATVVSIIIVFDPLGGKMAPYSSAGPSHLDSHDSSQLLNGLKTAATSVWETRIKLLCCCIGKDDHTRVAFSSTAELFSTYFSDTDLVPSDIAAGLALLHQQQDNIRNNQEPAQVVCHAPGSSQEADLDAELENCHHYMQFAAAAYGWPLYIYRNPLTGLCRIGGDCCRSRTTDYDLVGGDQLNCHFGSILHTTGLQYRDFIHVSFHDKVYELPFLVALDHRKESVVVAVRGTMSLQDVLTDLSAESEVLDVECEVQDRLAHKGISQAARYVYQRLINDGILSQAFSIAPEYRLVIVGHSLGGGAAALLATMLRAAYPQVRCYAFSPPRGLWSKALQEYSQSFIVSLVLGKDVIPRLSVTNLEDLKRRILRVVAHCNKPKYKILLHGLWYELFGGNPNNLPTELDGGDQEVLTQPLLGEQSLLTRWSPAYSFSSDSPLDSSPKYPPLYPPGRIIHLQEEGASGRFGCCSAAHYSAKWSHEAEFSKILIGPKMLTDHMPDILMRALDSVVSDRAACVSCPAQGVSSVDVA
NSD2 HMT inh – blocks human histone methyltransferase NSD2; O96028; NSD2 peptide methylation, AlphaScreen, 120 min; inhibition, % at 12.5 µM; actives 0.54% (n = 310,000); in the data active = inhibition above about 50%
C-LANA FP – inhibitors of KSHV LANA C-terminal domain DNA binding; MBP-C-LANA/FAM-LBS DNA binding, fluorescence polarization; inhibition, % at 9 µM; AID 504423; actives 0.078% (n = 340,000);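 active = highest replicate inhibition at or above 60% at 9 µM, even if other replicates fall short; inactive = all replicates below 60% inhibition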;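 also: 0% = neutral control wells and 100% = 4 µM acridine orange control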
SR-BI uptake up – activators of SR-BI mediated HDL lipid uptake; actives 0.096% (n = 320,000); CHO ldlA[mSR-BI] cells, DiI-HDL uptake fluorescence, 3 h; 100 = double the neutral-control signal; activation, % at 12.5 µM;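 active = mean replicate activation of at least 60% and every replicate at or above 60%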;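 also: 0% = median plate neutral-control signal and 100% = twice that signal; values of inactives mirror those of a sister screen read the other way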
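material = CHO ldlA[mSR-BI] cells | medium = Ham's F12 with 0.5% BSA, HEPES 25 mM, pH 7.4 | reagent = fluorescent DiI-HDL, 10 µg/mL final | compound dosing = single-point compound dose | incubation = 3 h, 37 °C | measured by = bottom-read fluorescence, 550/595 nm | measure = HDL uptake via cellular fluorescence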
Arr AP2 block – human beta-arrestin and AP2 interaction inhibition; FITC-arrestin peptide / GST-AP2 beads, flow cytometry; AP2 beta2 appendage carries R879A mutation; inhibition, % at 10 µM; actives 0.31% (n = 340,000);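 active = inhibition above a set limit, near 3 SD of compounds lacking own fluorescence, cut at about 54% in these data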;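 also: plate controls were DMSO wells for no effect and 5 µM unlabelled arrestin peptide for full effect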
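System: GST-AP2 R879A bound to glutathione beads, E. coli-expressed. Also added: 50 nM FITC-arrestin peptide. Schedule: compound with beads 12 min RT, then probe 1 h RT. Signal: bead flow cytometry, FITC channel. Read-out basis: percent response.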
SR-BI HDL uptake – mouse SR-BI HDL lipid transfer inhibition; actives 0.96% (n = 320,000); inhibition, % at 12.5 µM; AID 488896; ldlA[mSR-BI] CHO cells, DiI-HDL uptake fluorescence, 3 h; Q61009;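 active = mean replicate inhibition of at least 70% and a set share of replicates each scoring 70 or more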;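 also: 0% = median of neutral control wells and 100% = median of positive control wells; values of inactives mirror those of a sister screen read the other way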
Active calls of the source: *; · = not tested or not shown.

SMILES	PvdQ inh	Keap1-Nrf2 PPI	PKA-R2B activ	RTF Ca sens inh	DAGLB inh	NSD2 HMT inh	C-LANA FP	SR-BI uptake up	Arr AP2 block	SR-BI HDL uptake
Cc1ccc(C)c(N(C(=O)Cn2nnc3ccccc32)C(C(=O)NCc2ccco2)c2ccncc2)c1 (configuration not stated)	6.9	-5.1	7.0	0.5	-0.9	0.1	2.0	4.3	24.8	-4.3
COc1cc(/C=N/NC(=O)CCC(=O)Nc2ccc(Br)cc2)ccc1O	-7.0	-3.5	-8.0	0.1	-0.5	1.0	1.1	-26.1	-4.6	26.1
O=C(Nc1ccc(S(=O)(=O)N2CCN(c3ccccc3)CC2)cc1)c1cccs1	-0.6	-3.7	-2.5	-1.4	1.6	-14.7	1.4	-4.7	24.9	4.7
C[C@H]1COC(=O)[C@@H](Cc2ccc(F)cc2)C/C=C\C[C@@H](CC(=O)NCCO)C(=O)N1	5.2	-0.5	-2.9	4.0	-2.6	·	2.9	17.8	23.2	-17.8
CCn1c(C)cc(C(=O)CN2C(=O)c3ccccc3S2(=O)=O)c1C	-7.2	-2.2	-4.4	-3.7	0.4	-1.4	-0.5	-10.3	-1.1	10.3
Cn1c(SCC(=O)Nc2ccccc2)nnc1-c1ccc2nonc2c1	-9.5	5.4	-7.6	-3.3	0.3	-0.1	-2.1	-22.6	-20.7	22.6
CCN(CC(=O)Nc1cc(Cl)ccc1C)C(=O)CCS(=O)(=O)c1ccc(C)cc1	1.1	-2.4	6.0	-3.0	-1.4	-0.8	2.3	14.4	3.5	-14.4
CC(=O)C1=C(C)Nc2ncnn2C1c1cccc(Br)c1 (configuration not stated)	19.4	-3.7	-4.2	-0.7	4.1	-0.4	2.6	5.1	-0.8	-5.1
CC1CCCCN1C(=O)c1cc(S(=O)(=O)N2CCCCC2)c[nH]1 (configuration not stated)	-12.0	-1.8	-1.8	-10.0	-0.7	·	-0.9	4.4	-3.8	-4.3
COc1cc(CNC2CCCC2)c(Br)cc1OCc1ccccc1	-28.9	-2.8	-4.3	-5.8	-0.7	2.7	4.5	-79.2	-9.4	79.2*
Cc1ccc(S(=O)(=O)NC(Cc2ccc(Cl)cc2)C(=O)O)cc1 (configuration not stated)	-4.1	-3.2	-5.2	2.1	0.2	-1.8	-0.7	1.7	2.1	-1.7
CCc1ccc(OCC(=O)NCCOc2ccccc2)cc1	8.4	0.4	-16.9	-0.4	-15.1	4.6	-1.9	13.2	3.4	-13.2
COc1cc(CC(=O)Nc2ncc(C)s2)cc(OC)c1OC	-12.5	-7.4	2.5	8.2	-1.8	0.8	0.9	-10.8	-3.8	10.8
Cc1cccc(Cn2ccc(NC(=O)c3cccnc3)n2)c1	-13.6	-7.2	9.5	5.4	0.1	-0.9	-1.2	28.8	-6.4	-28.8
COc1ccc(Br)c(C(=O)NCCC(C)C)c1	16.1	-2.3	-4.1	12.1	-1.6	-0.2	0.2	1.2	5.9	-1.2
c1ccc2c(c1)c1c3n2CCNC3CCC1 (configuration not stated)	1.3	-5.1	2.0	-13.7	0.7	4.4	-0.4	26.8	-0.6	-26.8
COc1cnn(-c2ccc(C)cc2)c(=O)c1Cl	-12.6	-3.0	0.1	-6.6	1.3	-0.1	-1.1	-5.1	-6.8	5.1
COc1cccc2cc(NC(=O)C3CCCCC3)c(=O)oc12	-2.0	-1.7	0.5	-6.5	1.1	-2.9	-0.7	7.8	1.3	-7.8
CSc1nc(Oc2ccc(=O)n(C)n2)nc(N(C)C)n1	3.4	-1.6	-3.0	-8.9	1.0	-3.8	0.6	7.8	-0.8	-7.8
Cc1ccc(CNC(=O)c2cc(C3CC3)nc3c2cnn3C(C)C)cc1	4.4	0.0	7.6	-1.5	-18.6	-3.3	0.3	1.2	-2.1	-1.2
CCOC(=O)C1=C(C)N=C2SC(C(=O)OC)=CC(=O)N2C1c1cccc(OC)c1 (configuration not stated)	-10.2	-4.8	-2.5	-1.8	0.3	·	-1.3	-5.7	-4.1	5.7
CC1CN(C(=O)CCC(=O)NCc2ccccc2)c2ccccc2O1 (configuration not stated)	-5.8	-2.9	1.7	-7.3	0.7	·	-1.1	-1.5	9.8	1.5
COc1cccc(-c2cc(-c3cccnc3)c(C#N)c(N)n2)c1	-27.7	-1.9	5.1	-6.3	-1.2	-3.5	-0.5	·	-2.5	·
Cc1cccc(C(=O)N[C@H](C(=O)Nc2ccc(C)c(S(=O)(=O)N(C)C)c2)C(C)C)c1	-10.7	-4.0	4.0	2.2	0.4	-4.3	0.2	-20.2	7.4	20.2

By substructure, those above containing an aryl thioether with sulfur outside any ring
SMILES	PvdQ inh	Keap1-Nrf2 PPI	PKA-R2B activ	RTF Ca sens inh	DAGLB inh	NSD2 HMT inh	C-LANA FP	SR-BI uptake up	Arr AP2 block	SR-BI HDL uptake
Cn1c(SCC(=O)Nc2ccccc2)nnc1-c1ccc2nonc2c1	-9.5	5.4	-7.6	-3.3	0.3	-0.1	-2.1	-22.6	-20.7	22.6
CSc1nc(Oc2ccc(=O)n(C)n2)nc(N(C)C)n1	3.4	-1.6	-3.0	-8.9	1.0	-3.8	0.6	7.8	-0.8	-7.8

Following part:
SMILES	PvdQ inh	Keap1-Nrf2 PPI	PKA-R2B activ	RTF Ca sens inh	DAGLB inh	NSD2 HMT inh	C-LANA FP	SR-BI uptake up	Arr AP2 block	SR-BI HDL uptake
CC1(C)CC(=O)c2c(nc3ccccc3c2N)C1	-12.6	-4.8	-4.5	-5.2	-0.8	0.1	-2.6	27.8	-1.8	-10.8
c1ccc(Cn2ncc3c(N4CCN(C(c5ccccc5)c5ccccc5)CC4)ncnc32)cc1	-2.2	-5.2	-8.1	1.6	-10.3	0.1	-1.4	1.7	5.7	-1.7
CCCSc1nc2c(c(=O)[nH]c(=O)n2C)n1C	-1.7	-1.9	6.6	0.1	0.1	-1.0	-0.8	16.3	3.0	-16.3
Cc1ccc(-n2cc(-c3ccc([N+](=O)[O-])cc3)[nH]c2=S)c(C)c1	-12.4	-4.1	-2.0	-15.5	9.2	1.4	-2.1	-23.2	2.5	23.2
O=C1N[C@@H](Cc2c[nH]c3ccccc23)C(=O)N[C@H]1Cc1ccccc1	-15.0	-8.5	4.3	-1.4	1.4	·	2.2	8.1	-6.8	-8.1
COc1ccc(C(=O)N/N=C/c2c(C)[nH]c(=O)[nH]c2=O)cc1	27.7	3.3	1.1	-3.4	-0.6	-5.6	-0.9	2.9	10.4	-2.9
O=S(=O)(c1ccccc1)N(CC(O)Cn1c2ccccc2c2ccccc21)c1ccccc1 (configuration not stated)	-14.5	-7.9	-9.8	-3.8	-3.7	-3.4	0.5	6.3	-2.8	-6.3
O=C(c1ccc(N2CCN(C(=O)c3ccccc3)CC2)cc1)c1cccc(F)c1	-10.0	-2.4	0.0	-7.2	1.7	-2.2	1.1	·	-5.8	·
CSc1nc(C)c(CCO)c(=O)[nH]1	2.9	4.8	7.0	-2.0	-1.6	-1.9	-1.4	-7.5	11.5	7.5
CNCC[C@H](Oc1cccc2ccccc12)c1cccs1	10.8	0.4	-2.0	3.0	1.9	·	0.8	9.9	7.5	-9.9
COc1cc(O)c(C(=O)O)c(CCc2ccccc2)c1	-3.6	7.2	1.7	-11.6	-9.6	·	-0.2	27.5	26.3	-27.5
CC1CCN(C(=O)c2cccc(NC(=O)c3cccs3)c2)CC1	2.7	-5.0	6.5	-15.0	-0.4	0.6	-0.2	·	24.8	·
N=c1c2c(ncn1CCN1CCOCC1)Oc1cc(O)ccc1C2c1ccccc1 (configuration not stated)	-4.3	-1.6	-6.2	-0.5	1.2	4.6	-1.9	-9.8	28.2	9.8
COc1ccc(NC(=S)N(CCN2CCCCC2)Cc2ccco2)cc1	-6.3	-3.2	-9.3	0.6	-0.7	4.3	-0.7	38.6	0.4	-38.6
COc1cccc(N=C2NC(=O)/C(=C/c3cc([N+](=O)[O-])ccc3O)S2)c1	-4.3	-3.1	-5.5	-21.5	-1.4	-0.7	-1.2	-9.9	-0.6	9.9
CC(C)(C)c1cc(P(=O)(c2ccccc2)c2ccccc2)ccc1O	-9.2	3.0	-1.4	-12.5	-6.3	-3.4	-3.0	·	14.3	·
Clc1ccc(/C=N/Nc2ncnc3nc[nH]c23)cc1	-16.7	-5.3	0.5	-6.5	-3.0	-9.4	0.1	·	-10.8	·
COCCn1cnc2cc(C)c(C)cc21	-8.6	-1.8	1.9	-4.4	-0.6	0.4	0.7	6.7	5.5	-6.7
CC(C)Cn1cnc2c(c(-c3ccccc3)c(-c3ccccc3)n2Cc2ccco2)c1=N	-8.1	-5.2	-4.2	-6.2	3.3	25.6	-1.5	16.6	7.0	-16.6
CC(C)(C)SCCNC(=O)c1ccc(Cl)c([N+](=O)[O-])c1	-5.9	-8.3	-11.5	-11.3	-2.0	-0.2	-0.6	79.1*	3.8	-79.1
O=C(Nc1ccc2c(c1)C(=O)OC2)c1ccc(Cl)cc1Cl	-14.0	-4.8	-3.9	3.6	-0.4	-2.8	-0.1	-6.2	0.5	6.2
CCOC(=O)c1[nH]c(C)c(C(=O)NCCC2=CCCCC2)c1C	-10.1	1.2	-3.8	0.4	-3.3	-1.8	-0.6	0.4	5.4	-0.4
Cc1ccc(S(=O)(=O)N2CCOC2CNC(=O)C(=O)NCc2ccncc2)cc1 (configuration not stated)	5.3	-0.8	-15.8	-3.4	-0.3	-1.4	-4.2	1.6	-1.6	-1.6
CCOC(=O)c1ccc(-c2csc(NC(=O)CN3CCC(C)CC3)n2)cc1	-8.0	-4.3	-12.9	-19.6	0.6	-0.3	-1.5	·	-7.4	·
c1ccc(-n2ncc3c(NCc4ccccn4)ncnc32)cc1	-2.7	0.7	-5.6	-7.9	-0.7	6.6	5.2	-14.0	17.4	14.0
CCOC(=O)c1ccc(Nc2cc(C)nc(N3CCOCC3)n2)cc1	-0.1	2.0	-4.6	-1.1	-10.4	5.8	-0.9	-19.4	1.6	19.4
COCCNC(=O)C1(C)C=CC2(CCCCC2)N1C(=O)c1ccccc1 (configuration not stated)	-8.5	-0.9	-10.0	-12.5	-4.7	·	-2.5	40.6	19.9	-40.6
O=C(Nc1ncnc2c1CCC2)C12CC3CC(CC(C3)C1)C2	5.6	2.2	-10.2	-0.8	-1.6	·	-0.3	-9.1	31.9	9.1
O=C(O)c1ccc(NC(=O)c2ccccc2NC(=O)c2cccc(Br)c2)cc1	-8.4	6.3	-3.0	-11.5	2.8	3.5	-1.1	4.5	17.1	-4.5
COc1ccc(Br)cc1S(=O)(=O)N1CCN=C1c1ccccc1	-8.5	-2.9	-4.6	-7.5	0.3	1.3	-2.4	5.6	15.1	-5.6
CCOC(=O)c1cn(CC(=O)Nc2ccc(C(C)C)cc2)nn1	-0.9	-2.8	-10.8	3.0	-1.8	0.6	-2.0	-5.4	6.2	5.4
COc1ccc(OC)c(CNC(=O)CCn2c(=O)c3cccn3c3ccc(F)cc32)c1	-6.4	1.4	-8.4	-0.3	-0.2	·	0.7	-16.3	-7.1	16.3
